# Screening results (PubChem)
# S3 lipid droplet: qHTS Assay for Lipid Storage Modulators in Drosophila S3 Cells; lipid storage change, negative = inhibition, % at the top dose, mostly 46.1 µM; hits show Potency in µM; hit rate 0.64% among 320,000; Drosophila S3 cells, BODIPY lipid droplet fluorescence, 18-24 h; cells fed with added oleic acid; active = well fitted inhibition curve with a large enough effect in the signal ratio, with a control signal flat, not every such curve was filed as active; inconclusive = small, poorly fitted or top-dose-only effect, or effect the other way, or a change in a side signal; the % refers to the signal ratio
#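 Drosophila S3 cells loaded with oleic acid (400 uM, as added) and compounds at several concentrations; lipid droplets imaged by 488-nm laser-scanning cytometry, 500–530 nm intensity and object ratio to cell channel. Percent activity normalized to 20 uM Triacsin C.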
# S3 lipid droplet cell count max: recorded beside S3 lipid droplet, whose call it bears; cell number change, %; measured here: cell count max response;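 cells counted by Cell Tracker Red CMTPX staining in the red channel; peak over a dose series mostly up to 46.1 µM; percent activity relative to internal control wells on each plate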
# * = called active by the depositor; i = inactive; ? = inconclusive; . = no result given. % is scaled to controls: 0 for no effect and ±100 for the full control effect; potency is read from the fitted curve at half-maximal effect.
# Order of results: S3 lipid droplet | S3 lipid droplet cell count max
COCCNC(=O)CN1CCCCCC1
→ -18% | 9
Cc1nn(CC#N)c(=O)n1-c1cccc(F)c1
→ -130% | -32
CC(C)(C)NC(=O)CSCc1ccc(Br)cc1
→ i | .
COc1ccc(C(=O)COC(=O)c2ccc(NC(C)=O)cc2)cc1[N+](=O)[O-]
→ -9% | -13
CSc1nnc(-c2sccc2-n2cccc2)o1
→ ? | .
Cn1nc([N+](=O)[O-])c(C(C#N)c2nc3ccccc3n2C)c(Cl)c1=O (stereo not given)
→ ? | .
COc1ccc(NC(=O)Nc2cccc3ccccc23)c(OC)c1
→ ? | .
COc1cccc(CNCc2cccc(Br)c2)c1OC
→ ? | .
Cc1cccc(OCC(=O)N2CCC3(CC2)CC(=O)c2ccccc2O3)c1
→ ? | .
NC(CO)C(=O)NNCc1ccc(O)c(O)c1O (stereo not given)
→ ? | .
Cc1c(C(=O)N2CCOCC2)oc2ccccc12
→ 0% | 6
CC(OC(=O)CCCC(=O)Nc1ccc(F)cc1)C(=O)c1ccccc1 (stereo not given)
→ ? | .
CC(=O)c1ccc(NC(=O)Nc2ccc([N+](=O)[O-])cc2C)cc1
→ -4% | -3
COc1ccccc1NC(=O)C1CCC(CNc2c(N3CCCCC3)c(=O)c2=O)CC1 (stereo not given)
→ ? | .
CCS(=O)(=O)N1CCc2nc(-c3ccccc3)sc2C1
→ i | 12
COc1cccc(/C=N/NC(=O)c2cccs2)c1
→ -2% | 16
CC(=O)c1cn(-c2ccc(Cl)cc2)c(=O)n(Cc2ccc(F)cc2)c1=O
→ ? | .
COc1ccc(NC(=O)c2sc(N3CCOCC3)nc2-c2ccccc2)c(OC)c1
→ -17% | -1
COC(=O)COc1c(Cl)cc(Cl)c2ccc(C)nc12
→ 5% | -10
O=C(Nc1cccc2ncccc12)c1cc2ccccc2o1
→ ? | .
COc1cc(Cl)ccc1OCc1cc(C(=O)NCC(C)c2ccccc2)no1 (stereo not given)
→ ? | .
CCC(COC)NCc1cn(-c2ccc(F)cc2F)nc1-c1ccccc1C (stereo not given)
→ 1% | -3
Cc1cccc2c(Cl)cc(=O)[nH]c12
→ 14% | 19
Cc1csc(SCC(=O)NC23CC4CC(CC(C4)C2)C3)n1
→ i | .
CCc1ccc(NC(=O)N(Cc2cccnc2)Cc2ccco2)cc1
→ ? | .
O=C(Nc1ccc(N2CCOCC2)cc1)c1cc(F)c(F)cc1Cl
→ ? | .
O=C(c1cccs1)N(CCO)Cc1cc2cc3c(cc2[nH]c1=O)OCCO3
→ ? | .
CC(C)(C)NC(=O)C(c1ccncc1)N(C(=O)Cn1nnc(-c2ccc(F)cc2)n1)c1ccccc1 (stereo not given)
→ -16% | 2
CNC(=S)N/N=C/c1cn(Cc2ccc(C)cc2)c2ccccc12
→ ? | .
CSc1ccccc1NC(=O)COC(=O)c1ccc(O)cc1
→ -2% | -7
Cc1ccc(Sc2ccc(C(=O)N(C)C)cc2[N+](=O)[O-])cc1
→ ? | .
C=C(C)c1ccc(C(C)(C)NC(=O)N2CCN(C)CC2)cc1
→ ? | .
CCC(C)NC(=O)c1cc2cc3ccc(OC)cc3nc2o1 (stereo not given)
→ i | 1
O=C(NCc1ccccn1)c1cn(Cc2ccccc2)nn1
→ 9% | 1
Cc1ccccc1NC(=O)c1ccc2c(c1)CCN2S(C)(=O)=O
→ i | 12
COC(=O)c1[nH]c2ccc(Br)cc2c1NC(=O)CN1CCCc2ccccc21
→ -2% | -28
COc1ccc(OC)c(CNC(=O)CCc2cn(C)c3ccccc23)c1
→ ? | .
O=C(CSc1cn(CCNC(=O)c2c(F)cccc2F)c2ccccc12)NCC1CCCO1 (stereo not given)
→ ? | .
CC(C)(C)C1CCc2nc(NC(=O)Cc3cn4ccsc4n3)sc2C1 (stereo not given)
→ ? | .
O=C(Nc1c(C(=O)N2CCCC2)cnn1-c1ccccc1)c1cccc(F)c1
→ 6% | -1
CN(C)S(=O)(=O)c1ccc2c(c1)c(=O)c(C(=O)N1CCN(c3ccccn3)CC1)cn2C
→ ? | .
Cc1nc(NC(=O)CCC(=O)O)sc1C(=O)N(C)C
→ ? | .
COc1ccccc1-n1c(SCC(=O)O)nc2c(sc(=S)n2-c2ccc(Cl)c(C)c2)c1=O
→ ? | .
C/C(=C\c1ccccc1)CN1CCN(C)CC1
→ ? | .
N#Cc1cccc(C(=O)Nc2ccccc2C(=O)NC2CC2)c1
→ i | .
CCOC(=O)c1c(NC(=O)CSc2nnnn2-c2ccccc2)sc2c1CCC(C)C2 (stereo not given)
→ ? | .
O=C(NNC(=O)c1ncc(Cl)c(Cl)c1Cl)c1ccc(F)cc1
→ i | -23
CCOc1ccccc1C(=O)Nc1cc(C)ccc1NC(=O)c1ccco1
→ ? | .
Cn1nnnc1SCC(=O)NC1CCCc2ccccc21 (stereo not given)
→ ? | .
Cc1cc(C)c2[nH]c(=O)c(C(c3nnnn3Cc3ccc4c(c3)OCO4)N3CCC(C)CC3)cc2c1 (stereo not given)
→ -2% | -15
N#Cc1nc(-c2ccc(Cl)cc2)oc1NCCc1ccccn1
→ ? | .
O=c1[nH]cnc2c1sc1nc(-c3ccccc3)c3c(c12)CCCC3
→ -14% | -5
CC(C(=O)N(C)C)N(C#N)c1nc(N(C)C)nc(N(C)C)n1 (stereo not given)
→ 6% | -13
O=c1c(-c2nnc(SCc3ccc(Cl)cc3)o2)cccn1Cc1ccccc1
→ 25% | 14
CCOC(=O)c1sc(N)nc1-c1ccccc1
→ 4% | 3
COc1ccc(-c2csc(N(CCCN(C)C)C(=O)c3cc(OC)c(OC)c(OC)c3)n2)cc1
→ 7% | -7
Cc1[nH]c2ccccc2c1NC(=O)CN1CCN(Cc2ccc3c(c2)OCO3)CC1
→ ? | .
CCOC(=O)c1c(NC(=O)CSc2nnc(-c3cccc(C)c3)n2CC)sc(C(C)=O)c1C
→ ? | .
COc1ccc(OC)c(CNS(=O)(=O)c2cc(CN3C(=O)c4cccnc4C3=O)ccc2OC)c1
→ ? | .
Cc1ccccc1N1C(=O)C(Cl)=C(N2CCN(c3ccccc3)CC2)C1=O
→ ? | .

# Quoted at random: two entries already listed
# Order of results: S3 lipid droplet | S3 lipid droplet cell count max
O=C(NNC(=O)c1ncc(Cl)c(Cl)c1Cl)c1ccc(F)cc1
→ i | -23
Cc1cc(C)c2[nH]c(=O)c(C(c3nnnn3Cc3ccc4c(c3)OCO4)N3CCC(C)CC3)cc2c1 (stereo not given)
→ -2% | -15

# Continuation.
mol,S3 lipid droplet,S3 lipid droplet cell count max
O=C(NCc1ccc2c(c1)OCO2)c1cc(-c2cc(Cl)ccc2O)n[nH]1,?,.
Cc1oc(C(=O)O)cc1COc1cccc2ccccc12,16%,16
COc1ccc(C(=O)C2CCCN(C(=O)c3cccs3)C2)cc1F (stereo not given),17%,13
Cc1ccsc1/C=C1\SC(=S)N(CC2CCCO2)C1=O (stereo not given),?,.
CCN(CC(=O)NCc1ccc(F)cc1)C(=O)C(C)Oc1cccc(Cl)c1 (stereo not given),?,.
CC(=O)c1cccc(NC(=O)CNC(=O)c2sc3ccccc3c2Cl)c1,?,.
CCCn1c(SCC(=O)N2c3ccccc3CC2C)nnc1-c1ccco1 (stereo not given),-5%,-24
Cc1ccnc(N(C(=O)Nc2ccccc2)C2=NCC(C)(C)S2)c1,-16%,-4
COc1ccc(CNC(=O)C/C(C)=N/NC(=O)COc2ccccc2)cc1,-3%,-7
O=S(=O)(NC1=NCCC1)c1ccc(F)cc1,21µM*,8.2*
COc1ccc(S(=O)(=O)N(C)CC(=O)Nc2cccc(C(C)=O)c2)cc1C,?,.
COc1ccc(S(=O)(=O)NCC(=O)N(CC(=O)NC(C)(C)C)Cc2cccs2)cc1,-3%,-9
CC(C(=O)NN)c1ccc([N+](=O)[O-])cc1 (stereo not given),?,.
O=C(COc1ccc([N+](=O)[O-])cc1)N1CCc2ccccc2C1,15%,20
Cc1ccc(N(CC(=O)NCc2ccco2)C(=O)CCC(=O)Nc2nccs2)cc1C,-28%,27
CC1(C)C=C2[C@H]3CC[C@@H]4[C@@]5(C)CCC(=O)C(C)(C)[C@@H]5CC[C@@]4(C)[C@]3(C)CC[C@@]2(C(=O)O)CC1,-14%,4
Cn1c(=O)c2c(n(C)c1=O)=NC1(CCCCC1)N=2,i,-5
COc1ccc(C2=NS(=O)(=O)N(C)C(C(=O)NC3CCCC3)=C2)cc1OC,8%,-10
Cc1nc(SCC(=O)NC(=O)NC(C)(C)C)nc(C)c1C,17%,16
O=C(CSc1cn[nH]n1)Nc1ccc(O)c(C(=O)O)c1,?,.

# Sorted by count of non-hydrogen atoms (descending): 6 of the compounds above
mol,S3 lipid droplet,S3 lipid droplet cell count max
Cc1ccc(N(CC(=O)NCc2ccco2)C(=O)CCC(=O)Nc2nccs2)cc1C,-28%,27
COc1ccc(S(=O)(=O)N(C)CC(=O)Nc2cccc(C(C)=O)c2)cc1C,?,.
O=C(COc1ccc([N+](=O)[O-])cc1)N1CCc2ccccc2C1,15%,20
Cc1nc(SCC(=O)NC(=O)NC(C)(C)C)nc(C)c1C,17%,16
O=C(CSc1cn[nH]n1)Nc1ccc(O)c(C(=O)O)c1,?,.
Cn1c(=O)c2c(n(C)c1=O)=NC1(CCCCC1)N=2,i,-5

# New compounds follow
mol,S3 lipid droplet,S3 lipid droplet cell count max
O=C(C(=O)c1cccnc1)c1cccnc1,-1%,-8
CN(C)S(=O)(=O)c1ccc(Cl)c(NC(=O)COC(=O)c2cc(-c3ccccc3)nc3ccccc23)c1,2%,11
COc1cc(C)ccc1OCc1cc(C(=O)N2CCC(c3ccc(F)cc3)C2)no1 (stereo not given),?,.
O=C(CCC(=O)N1CCOc2ccc(Cl)cc21)N1CCN(c2ccccn2)CC1,?,.
Nc1cc(N)nc(SCC(=O)NC(=O)NC2CCCC2)n1,?,.
COCCNC(=O)Cn1nc(Cc2ccncc2)c2ccccc2c1=O,7%,12
O=C1N=c2ccccc2=C1c1sc(=S)n(NC(=O)c2ccccc2)c1O,?,.
Cc1ccc(NC(=O)CCSc2nnc(Cc3ccccc3)o2)cc1,?,.
Cc1ccc(S(=O)(=O)NCc2ccncc2)cc1C,?,.
Nc1ccccc1-c1ccccc1N,17%,12
Cc1ccc(S(=O)(=O)c2nc(-c3ccco3)oc2N2CCC(C)CC2)cc1,?,.
Cc1ccc(NC(=O)c2csc3c2CCCC3)cc1,i,.
O=C(CCc1ccccc1)Nc1ccc(NC(=O)C2CC2)nc1,3%,-13
Oc1ccc(Cl)cc1/C=C/c1ccc2cccc(O)c2n1,?,.
COc1ccc(C)cc1NC(=O)CCNC(=O)Cn1ccc2ccccc2c1=O,?,.
O=C(c1cnc2sccn2c1=O)N1CCCc2ccccc21,?,.
Cc1cccc(N/C(N)=N/c2nc(CSc3ccc(Cl)cc3)cc(=O)[nH]2)c1,3%,-5
O=C(Cc1c(F)cccc1Cl)Nc1ccc(S(=O)(=O)Nc2nccs2)cc1,38%,-4
COc1ccc2nc(NC(=O)C3CCCN(S(=O)(=O)c4cccs4)C3)sc2c1 (stereo not given),?,.
C[C@@H]1CC(=O)[C@H]2CC(CO)=CCC[C@@H]2[C@@]1(C)CC/C(=C/CO)CO,-9%,5

# Reformatted as labelled records: entries from further up
O=C(Cc1c(F)cccc1Cl)Nc1ccc(S(=O)(=O)Nc2nccs2)cc1
  S3 lipid droplet = 38% | S3 lipid droplet cell count max = -4
COc1ccc2nc(NC(=O)C3CCCN(S(=O)(=O)c4cccs4)C3)sc2c1 (stereo not given)
  S3 lipid droplet = ? | S3 lipid droplet cell count max = .
C[C@@H]1CC(=O)[C@H]2CC(CO)=CCC[C@@H]2[C@@]1(C)CC/C(=C/CO)CO
  S3 lipid droplet = -9% | S3 lipid droplet cell count max = 5

# The list continues:
mol,S3 lipid droplet,S3 lipid droplet cell count max
CN(CCC1CCOCC1)C(=O)c1cc(COc2c(F)cccc2F)on1,?,.
CCOC(=O)Cn1c(=NC(=O)CSC(C)=O)sc2cc(F)ccc21,?,.
Cc1ccc2nc(-c3ccc(NC(=O)CSc4ccccc4)cc3)[nH]c2c1,i,.
O=C(COc1ccc([N+](=O)[O-])cc1)Nc1ccc(C(=O)Nc2ccccc2C(=O)O)cc1,9%,6
COc1ccccc1Cn1c(=S)[nH]c2cc(C(=O)NCCCN3CCOCC3)ccc2c1=O,?,.
CC1Cc2ccccc2N1C(=O)Cn1nnc(-c2ccccc2NC(=O)C2CCC2)n1 (stereo not given),1%,-4
COc1ccc(NC(=O)CSc2nccn2Cc2ccc(F)cc2)c(OC)c1,?,.
CCCCN(C(=O)CSc1nnc(-c2ccccc2)o1)c1c(N)n(CCC)c(=O)[nH]c1=O,2%,0
CCCCn1nnnc1NCc1ccc(OC)c(OC)c1OC,?,.
COc1ccc(C(=O)N2CCN=C2SCc2cccnc2)cc1OC,4%,.
O=C(Cc1ccccc1)NCCN1CCCC1,?,.
CNS(=O)(=O)c1cccc(C(=O)NCC(c2cccs2)N(C)C)c1 (stereo not given),1%,16
CC1=NN(C(C#N)c2ccccc2C)C(C)(C)C1 (stereo not given),?,.
Cc1cc(NC(=O)CN(C)CC(=O)Nc2ccc(F)c(F)c2F)no1,?,.
CC(=O)c1ccc(NC(=O)C2CCCN(S(=O)(=O)c3ccc(-n4cnnn4)cc3)C2)cc1 (stereo not given),i,6
Cc1cc(C)c(NC(=O)C2CCCCN2C)c(C)c1 (stereo not given),?,.
Cc1ccc(NS(=O)(=O)c2c(C)[nH]c(C)c2C(=O)N2CCCC2)cc1,?,.

# These rows are one share of the data (hit frequency here may not be typical).
